Bioassay records (PubChem)
Tau FP inhib: inhibitors of human tau fibril formation. K18 P301L tau heparin fibrillization, Alexa594 FP, 6 h. Potency, µM (series often up to 57.7 µM), inactives show top-dose activity, negative = inhibition, actives largely listed as inhibitors. actives 0.39% (n = 280,000). AID 1468; note: nearly all actives have a fitted effect of over 55% in size
Target sequence (P10636 561-689 P618L limits assumed): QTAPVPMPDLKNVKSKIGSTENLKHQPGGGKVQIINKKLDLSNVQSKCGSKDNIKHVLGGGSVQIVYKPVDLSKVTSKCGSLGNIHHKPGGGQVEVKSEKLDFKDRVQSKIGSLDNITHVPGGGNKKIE
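FP of Alexa 594-tau after heparin (20 uM) induction. Substrate: human K18 P301L, 15 uM unlabeled, 0.24 uM labeled. Buffer 100 mM sodium acetate pH 7. 6 hr, 37 C.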
Tau fluor counter: counter-screen for tau fibril formation inhibitors. tau K18 P301L Alexa594 fluorescence, heparin fibrillization. Potency, µM (top dose mostly 57.7 µM), inactives show top-dose activity change, negative = decrease. actives 0.93% (n = 280,000). AID 1463; note: nearly all actives have a fitted effect of over 55% in size
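Human K18 P301L tau (15 uM unlabeled plus 0.24 uM Alexa 594-labeled, final) in 100 mM sodium acetate pH 7 was mixed with compound and 20 uM heparin and incubated 6 hr at 37 C.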
Tau ThT inhib: tau fibrillization inhibition (ThT binding). recombinant tau K18 P301L (four-repeat tau fragment), heparin-induced fibrillization, ThT fluorescence. actives 2.1% (n = 270,000). Potency, µM (highest dose often 57.4 µM), for the others: at the top dose activity, negative = inhibition, actives largely listed as inhibitors. P10636; note: nearly all actives have a fitted effect of over 55% in size
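Tau K18 P301L fragment (15 uM unlabeled plus 0.24 uM Alexa 594-labeled) in 100 mM sodium acetate pH 7 with compound, fibrillization induced by 20 uM heparin for 6 hr at 37 C. Thioflavin T (30 uM) added, fluorescence read after 1 hr (ex 450, em 510 nm).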
* = called active by the depositor; ? = inconclusive. Calls come from the whole dose curve; as a rule, active = well fitted curve in the direction sought with a large enough effect; inconclusive = small, poorly fitted or top-dose-only effect, or another doubt; inactive = no such curve, though single readings can be large; an effect the other way counts as inactive or inconclusive. % is set by controls: 0 for no effect and ±100 for the full control effect; potency is the fitted concentration of half-maximal effect. These rows are one share of the data; rates above refer to the full screens.

A first look, two compounds:
molecule,Tau FP inhib,Tau ThT inhib,Tau fluor counter
COC(=O)c1scc(-c2ccc(C)cc2)c1S(=O)(=O)Nc1cccc(C(F)(F)F)c1,-0.4%,3.7%,-14.5%
Cc1cc(S(=O)(=O)NCC(c2ccc(N(C)C)cc2)N2CCOCC2)ccc1F (stereo not drawn),-5.0%,?,?

The list itself, from the start:
molecule,Tau FP inhib,Tau ThT inhib,Tau fluor counter
COC(=O)c1scc(-c2ccc(C)cc2)c1S(=O)(=O)Nc1cccc(C(F)(F)F)c1,-0.4%,3.7%,-14.5%
Cc1cc(S(=O)(=O)NCC(c2ccc(N(C)C)cc2)N2CCOCC2)ccc1F (stereo not drawn),-5.0%,?,?
COc1ccccc1-c1c(C)nn2c(N3CCN(c4cccc(Cl)c4)CC3)cc(C)nc12,?,?,-14.2%
COc1ccc(N2CC(NC(=O)C3CC3)CC2=O)cc1 (stereo not drawn),-2.5%,-10.4%,-1.4%
COc1ccc(CCNC(=O)C(=O)NCC(c2cccs2)S(=O)(=O)c2ccc(F)cc2)cc1 (stereo not drawn),-5.0%,-2.4%,-14.7%
Cc1ccc(CCNC(=O)CCSCc2ccccc2Cl)cc1,9.5%,-16.7%,-15.2%
O=C(CSc1nc2ccccc2nc1Cc1ccccc1)Nc1ccc2c(c1)OCO2,-15.7%,-5.1%,?
CCc1nc2ccc(C(=O)NCCc3ccc(SC)cc3)cc2nc1CC,-17.2%,-15.3%,-9.6%
O=C(COc1ccc(Cl)cc1)Nc1ccccc1C(=O)OCc1cc(=O)n2ccsc2n1,7.1%,-0.2%,1.9%
CC(C)(C)C(=O)Nc1cccc(-c2cn3cccnc3n2)c1,2.6%,-13.9%,-10.6%
COc1ccc(CNC(=O)CCC2N=C3c4ccccc4N=C(SCc4cccc(F)c4)N3C2=O)cc1 (stereo not drawn),14.1%,0.1%,8.3%
CN1c2cc(Cl)ccc2-c2nc(SCC(=O)Nc3ccc(F)cc3F)ncc2S1(=O)=O,?,0.4%,-19.3%
Cc1cc(C)cc(NC(=O)Cn2cc(C(=O)c3ccccc3)c(=O)c3ccc(C)nc32)c1,-1.5%,4.3%,-3.2%
Cc1ccc(NS(=O)(=O)c2ccc3[nH]c(=O)oc3c2)c(C)c1,-8.7%,-12.6%,-21.2%
Cc1cccc(NC(=O)C2CCN(S(=O)(=O)c3ccc4[nH]c5c(c4c3)CCCCC5)CC2)c1,-3.7%,7.0%,?
CCOC(=O)c1c(C)[nH]c(C)c1S(=O)(=O)N1CCC(C(=O)N2CCN(c3cccc(Cl)c3)CC2)CC1,-4.6%,9.6%,-9.1%
Cc1ccccc1C(=O)Nc1cccc(C(=O)OCc2cc(=O)n3nc(C4CC4)sc3n2)c1,-10.2%,?,-8.8%
Cc1cc(NC(=O)CCNS(=O)(=O)c2ccc3c(c2)CCCC(=O)N3)ccc1Br,?,0.8%,-27.0%
O=C(NCCCN1CCN(c2cccc(Cl)c2)CC1)c1sc2ncccc2c1-n1cccc1,9.4%,?,-12.9%
CCOC(=O)c1cc(-c2ccccc2)n(CCC(=O)NCCc2ccc(OC)c(OC)c2)c1C,0.8%,-9.9%,-20.6%
COc1ccc(NC(=O)c2cccc(N3CCCS3(=O)=O)c2)cc1,10.9%,0.2%,1.7%
COC(=O)CSc1ncc2c(n1)-c1ccccc1N(Cc1ccccc1C)S2(=O)=O,-8.4%,-14.1%,?
O=C(CCSCc1cccc(Cl)c1)NCc1ccccc1Cl,-4.8%,-11.5%,-24.6%
CCc1cccc(NC(=O)c2cc3c(=O)n(Cc4ccccc4)ccc3nc2C)c1,-9.1%,-17.6%,-18.3%
COc1cc(NC(=O)N2CCC3(CC2)Nc2ccccc2-n2cccc23)cc(OC)c1OC,0.0%,?,?
Cc1nc2ccn(Cc3ccccc3)c(=O)c2cc1C(=O)N1CCN(c2ccccc2F)CC1,0.3%,-4.7%,-6.4%
CCc1ccccc1NC(=O)Nc1cc(C(=O)NCc2cccc(F)c2)ccc1N1CCCC1,7.2%,-6.1%,-12.9%
Cn1c(=O)c2c(n3c4ccccc4nc13)NC(=O)CC2c1ccccc1F (stereo not drawn),-0.9%,-7.1%,-2.9%
CCOc1ccccc1NC(=O)C1=C(C)Nc2ncnn2C1c1cccs1 (stereo not drawn),6.3%,3.3%,-2.1%
CC(C)Oc1ccc(C(=O)Nc2nnc3n2CCS3)cc1,-6.4%,-8.7%,-1.9%
COC(=O)c1sccc1S(=O)(=O)N1CCN(c2ccccc2OC)CC1,-1.9%,-9.7%,-12.4%
CC(C)c1cnc2c(c1SCC(=O)NCc1ccccc1)c(=O)n(C)c(=O)n2C,-7.3%,1.0%,-4.6%
COc1ccc2c(c1)c1c(c(=O)n(Cc3ccccc3)c(=O)n1Cc1cc(C)ccc1C)n2C,3.3%,1.2%,-5.2%
COc1ccccc1N1CCN(C(=O)c2c(C)oc3ncn(CC(C)C)c(=O)c23)CC1,-8.6%,-0.5%,-5.1%
Cc1ccc(-n2ncc3c(N4CCCCC4)ncnc32)cc1Cl,-2.4%,?,-10.7%
O=C(Nc1ccc(Cl)cc1)c1cc(S(=O)(=O)N2CCc3ccccc32)ccc1F,?,3.7%,?
COc1ccc(-c2cc(C(C)=O)c(C)n2CCC(=O)NCc2ccc(C)cc2)cc1,4.8%,?,-12.7%
CC1CCN(c2ncnc3c2c(-c2ccccc2)cn3-c2ccc(Br)cc2)CC1,2.7%,-3.5%,-3.5%
O=C(Cc1ccccc1)Nc1nnc2n1CCS2,-6.5%,-8.7%,-7.9%
CCc1ccccc1NC(=O)Cn1c(=O)ccc2cc(S(=O)(=O)N3CCC(C)CC3)ccc21,-4.8%,3.5%,-6.4%
O=C(CN1C(=O)C2(SCC(=O)N2c2ccccc2)c2ccccc21)NCc1ccccc1Cl (stereo not drawn),10.1%,18.3%,4.8%
Cc1csc2nc(COC(=O)CNC(=O)c3ccccc3Cl)cc(=O)n12,5.3%,-3.7%,-0.6%
CCOc1ccccc1CNC(=O)CN1C(=O)CSc2ccc(S(=O)(=O)N3CCOCC3)cc21,-2.8%,-4.8%,-6.6%
COc1ccccc1NC(=O)c1cc(S(=O)(=O)N2CCN(c3ccccc3Cl)CC2)ccc1F,-11.6%,8.5%,-9.5%
CCOc1ccccc1NC(=O)C1CCN(S(=O)(=O)c2ccc3[nH]c(=O)ccc3c2)CC1,?,2.1%,0.6%
CC(C)CN(CCCNC(=O)c1cc(=O)[nH]c2ccc(S(=O)(=O)N3CCCC3)cc12)CC(C)C,-7.3%,6.9%,0.5%
O=C(CSc1nccn1Cc1ccccc1)Nc1nc2ccccc2s1,-1.5%,-9.7%,?
COc1ccc(Cn2c(CO)cnc2SCc2ccccc2)cc1,0.0%,5.6%,-8.1%
CCc1nn2c(=O)cc(COC(=O)c3cccc(NC(=O)COc4ccccc4F)c3)nc2s1,4.4%,?,-12.5%
COc1cccc(CNC(=O)C(=O)NCC(c2ccco2)S(=O)(=O)c2cccs2)c1 (stereo not drawn),-7.3%,-6.6%,-12.8%

Remaining list, next part.
molecule,Tau FP inhib,Tau ThT inhib,Tau fluor counter
CCOC(=O)c1ccc(NC(=O)N2CC3CCCN3c3ccccc32)cc1 (stereo not drawn),9.3%,?,?
CC(=O)c1cccc(NC(=O)CSc2nc(=O)n(Cc3ccco3)c3c2CCC3)c1,?,1.7%,3.9%
Cn1c(=O)c2c(SCC(=O)NCc3ccco3)nc(-c3cccc(F)c3)nc2n(C)c1=O,-1.4%,7.3%,12.3%
COc1ccccc1C(=O)Nc1ccc(C(=O)OCc2cc(=O)n3nc(C)sc3n2)cc1,-1.3%,13.7%,-4.1%
CC(=O)N1CCc2cc(CNC(=O)c3ccccc3Br)ccc21,-0.5%,-1.0%,6.4%
Cc1ccc(N2CC(NC(=O)c3ccc4c(c3)OCO4)CC2=O)cc1 (stereo not drawn),-8.5%,-7.8%,-5.3%
Cc1ccc2scc(N3CCCC(C)C3)c(=O)c2c1 (stereo not drawn),-2.1%,?,-24.3%
COc1ccc(Cl)cc1NC(=O)c1cc(S(=O)(=O)NC2CCCCCC2)ccc1F,?,6.7%,-26.7%
Cc1ccccc1CNC(=O)Cn1ccc2cc(S(=O)(=O)N3CCCCC3)ccc21,0.3%,?,?
O=C(NCc1cccc(Cl)c1)c1cnc(N2CCOCC2)c2ccccc12,-7.1%,-2.1%,-9.8%
Cc1cccc(C(c2sc3nc(-c4ccco4)nn3c2O)N2CCOCC2)c1 (stereo not drawn),-8.4%,-13.6%,-5.3%
COc1ccc(Cl)cc1C(=O)Nc1nnc2n1CCS2,-6.4%,3.2%,-4.0%
CCN(CC)c1ccc(NC(=O)c2cccn2-c2nnc(N3CCCCC3)s2)c(C)c1,-3.5%,?,-28.9%
O=C(c1cc2ccc3cccnc3c2[nH]1)N1CCCCC1,-13.1%,?,-6.3%
Cc1ccc(-n2nc(C)c3c(C(=O)NCCc4ccccc4)cc(C)nc32)cc1,-11.0%,-11.6%,-21.8%
CCOc1ccc(NS(=O)(=O)c2ccc3c(c2)CCCN3C(=O)C2CCC2)cc1,-0.8%,-7.2%,-3.9%
O=C(Nc1ccccc1C(=O)N1CCCCC1)c1nsc2ccccc12,-3.0%,0.0%,-12.0%
CCc1ccccc1NS(=O)(=O)c1ccc(-c2coc(C)n2)cc1,3.3%,10.9%,-1.3%
COc1cc(NS(=O)(=O)c2cc3[nH]c(=O)[nH]c3cc2C)cc(OC)c1OC,0.9%,4.4%,5.5%
Cc1cc(NC(=O)CN(C)S(=O)(=O)c2ccc3c(c2)CCCC(=O)N3)ccc1Br,-4.7%,-7.2%,-24.2%
C=Cc1ccc(Cn2c(=O)n(CC3CCC(C(=O)NC(C)C)CC3)c(=O)c3sccc32)cc1 (stereo not drawn),-4.1%,1.4%,0.0%
CCCc1cc(=O)oc2c3c(ccc12)OCN(Cc1ccc(OC)cc1)C3,-11.9%,-4.9%,-6.8%
CC(=O)c1ccc(N2CCN(c3ncnc4c3c(-c3ccccc3)cn4-c3cccc(C)c3)CC2)cc1,0.8%,-16.2%,-7.1%
CC1=C(C(=O)Nc2ccc(C)cc2C)C(c2ccc[nH]2)n2ncnc2N1 (stereo not drawn),-0.5%,4.4%,0.5%
Cc1cc(C)cc(-n2nnc(-c3nc(-c4ccc5c(c4)OCO5)no3)c2C)c1,-7.3%,?,-22.6%
Cc1ccc(-n2nc(C)c3c(C)cc(=O)n(CC(=O)Nc4ccc(Br)cc4F)c32)cc1,-0.9%,0.8%,-5.5%
Cc1c(C)n(C)c2ccc(C(=O)NCCCN3CCCCC3)cc12,1.6%,-7.5%,-8.2%
COc1ccc(OC)c(S(=O)(=O)NCc2ccc3c(c2)CCN3C(=O)c2cccc(C)c2)c1,8.0%,1.1%,-9.6%
O=c1cc(N2CCN(c3ccc(F)cc3)CC2)[nH]c(=O)n1-c1cccc(Br)c1,-6.9%,-3.1%,-4.7%
COc1ccc(Cl)cc1Nc1nc2ccc(C(=O)c3ccccc3)cc2n2cnnc12,0.6%,-8.1%,-19.8%
CCN1CCN(C(c2cccc(OC)c2)c2c(O)cc(C)n(Cc3ccco3)c2=O)CC1 (stereo not drawn),?,?,-0.1%
O=C(CSc1nc(-c2ccccc2)no1)N1CCN(c2ccc(F)cc2)CC1,-1.1%,-3.1%,-7.4%
Cc1cccc(CNS(=O)(=O)c2csc(C(N)=O)c2)c1,-2.4%,-0.5%,-6.8%
Cc1ccc(Cl)cc1-n1c(=O)cc(N2CCN(c3ccccc3)CC2)[nH]c1=O,-11.1%,-9.6%,-12.6%
Cc1ccc(NS(=O)(=O)c2ccc3[nH]c(=O)ccc3c2)cc1N(C)C,8.6%,-13.8%,-21.2%
CC(=O)N1CCN(c2nc3c(F)cc(F)cc3s2)CC1,-7.9%,-16.0%,-5.9%
CCCN1CCCc2cc(CN(CCCN3CCOCC3)C(=O)Nc3ccc(CC)cc3)ccc21,-1.3%,?,?
Cc1cccc(-c2nc3scc(CCNS(=O)(=O)c4ccc(F)cc4C)n3n2)c1,?,-9.7%,?
